Compound activity as filed in PubChem.
CYP2C19 inhib – inhibitors of human CYP2C19. P33261. CYP2C19 Supersomes, luciferin-H EGE luminescence, 30 min. inhibition, % at 5 µM. hit rate 21% among 96,000;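 active means CYP2C19 inhibition above a set limit at 5 µM in the primary screen, cut at about 50% in these data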;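 further: plate controls were negative control wells for no effect and 2.5 mM tranylcypromine positive control for full effect; values of inactives mirror those of a sister screen read the other way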
Target sequence (P33261 whole entry, looked up): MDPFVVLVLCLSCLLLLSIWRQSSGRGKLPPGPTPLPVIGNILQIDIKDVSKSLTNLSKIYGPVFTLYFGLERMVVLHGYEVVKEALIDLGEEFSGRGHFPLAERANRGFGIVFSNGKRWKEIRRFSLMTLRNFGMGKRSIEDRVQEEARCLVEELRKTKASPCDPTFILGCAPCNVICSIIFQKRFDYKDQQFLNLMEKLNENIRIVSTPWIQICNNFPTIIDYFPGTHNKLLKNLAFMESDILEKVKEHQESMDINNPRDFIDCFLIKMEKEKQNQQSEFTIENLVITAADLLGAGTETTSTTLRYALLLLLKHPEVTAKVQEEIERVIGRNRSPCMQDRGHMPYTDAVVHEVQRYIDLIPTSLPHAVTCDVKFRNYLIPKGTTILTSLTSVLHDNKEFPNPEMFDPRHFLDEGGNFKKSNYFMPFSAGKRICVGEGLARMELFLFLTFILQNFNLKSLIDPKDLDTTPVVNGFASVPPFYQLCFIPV
CYP2C9 inhib – inhibitors of human CYP2C9 | inhibition, % at 5 µM | CYP2C9 Supersomes, luciferin-H conversion, luminescence | hit rate 20% among 96,000 | P11712;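 active means blocking of liver enzyme CYP2C9 beyond about 50% at 5 µM, limit read from the data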; further: values of inactives mirror those of a sister screen read the other way
CD11b adhes enh – increases human CD11b/CD18 adhesion to fibrinogen. P05107+P11215. K562 CD11b/CD18 adhesion to fibrinogen, ATPlite luminescence. activation, % at 10 µM. hit rate 0.07% among 93,000. AID 1499;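 active means 10 µM primary screen giving 50% or more activity, confirmed by 40% or more on retest at that dose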; further: strong numbers were not always called active; reference of the scale not given here
PLAP activator – activators of human placental alkaline phosphatase; hit rate 1.2% among 96,000; P05187; activation fold at 20 µM; purified PLAP enzyme, luminescent substrate read-out; active compounds read high; in the data active means activation fold above about 2
Target sequence (P05187 whole entry, looked up): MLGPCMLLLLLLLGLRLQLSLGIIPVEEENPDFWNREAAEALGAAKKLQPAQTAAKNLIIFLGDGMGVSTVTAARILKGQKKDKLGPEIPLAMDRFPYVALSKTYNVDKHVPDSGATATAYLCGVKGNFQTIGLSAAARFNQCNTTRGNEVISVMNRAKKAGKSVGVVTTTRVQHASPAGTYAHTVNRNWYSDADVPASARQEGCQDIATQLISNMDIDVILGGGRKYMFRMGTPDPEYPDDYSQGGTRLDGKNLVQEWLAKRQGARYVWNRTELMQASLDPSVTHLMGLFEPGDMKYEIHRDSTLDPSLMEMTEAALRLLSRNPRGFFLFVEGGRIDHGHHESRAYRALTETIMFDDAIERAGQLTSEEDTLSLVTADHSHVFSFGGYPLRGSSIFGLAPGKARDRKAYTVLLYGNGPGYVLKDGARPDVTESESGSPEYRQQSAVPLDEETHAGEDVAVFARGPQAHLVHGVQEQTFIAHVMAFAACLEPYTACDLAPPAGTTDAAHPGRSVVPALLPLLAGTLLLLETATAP
CYP2C19 act – activators of human cytochrome P450 2C19. activation factor at 5 µM. 96,000 tested, under 10 active. P33261. recombinant CYP2C19, luciferin-H EGE luminescence; active compounds read high; 0 = fully inhibited enzyme, 1 = untreated enzyme;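 active means activation factor of at least 2 at 5 µM in the primary screen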;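 further: 0 = wells with 2.5 mM tranylcypromine and 1 = vehicle-only wells; values of inactives mirror those of a sister screen read the other way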
CD11b adhes inh – CD11b/CD18-fibrinogen binding inhibition. inhibition, % at 10 µM. K562 CD11b/CD18 adhesion to fibrinogen, ATPlite luminescence; Mn2+ added to activate the integrin. hit rate 0.54% among 93,000. AID 1497. P05107+P11215;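 active means primary inhibition of 50% or more at 10 µM, then 40% or more on retest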; further: some results filed as inactive read as strong as hits
CYP2C9 activ – activators of human CYP2C9; P11712; recombinant CYP2C9, luciferin-H conversion, luminescence; active compounds read high; factor 1 = untreated enzyme, 0 = blocked; activation factor at 5 µM; hit rate 1.4% among 96,000; AID 1024;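 active means activation factor of 2 or more for CYP2C9 at a 5 µM dose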;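 further: 0 = sulfaphenazole-blocked wells and 1 = vehicle-only wells; values of inactives mirror those of a sister screen read the other way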
Pyk2 oligo antag – antagonists of human Pyk2 oligomerization. Q293 cells, Pyk2 FERM NanoBiT luminescence; active compounds read low. hit rate 0.83% among 99,000. z-score (the deposit names both 25 µM and 10 µM);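 active means Z-score of -3 or lower, scaled per plate to the spread of control and sample wells; inactive means z-score above -3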;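 further: negative z-score means lost luminescence so less FERM oligomerization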
MT1-MMP txn act – activates MT1-MMP transcription; HT1080 MT1-MMP promoter luciferase reporter, luminescence, overnight; active compounds read high; activation factor at 10 µM; hit rate 0.16% among 86,000;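 active means activation factor of at least 2 for MT1-MMP transcription at 10 µM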
Active calls of the source: *; nt = not tested or not shown. Outcome played no part in choosing rows. About 31% of those tested had a hit in this group.

Molecule	CD11b adhes enh	PLAP activator	MT1-MMP txn act	CYP2C9 activ	Pyk2 oligo antag	CYP2C9 inhib	CD11b adhes inh	CYP2C19 inhib	CYP2C19 act
Cc1ccc(N(C(=O)CCC(=O)Nc2cc(C)on2)C(C(=O)NC2CCCC2)c2cccs2)cc1 (centres undefined)	-5	0.9	0.9	0.1	-1.2	89*	1	95*	0.1
CC(C)NC(=O)C(=O)NCCN1CCN(S(=O)(=O)c2ccc(Cl)cc2)CC1	0	1.2	1	0.8	1.2	21	4	7	0.9
COc1ccc(OC)c(S(=O)(=O)N(C)CC(=O)N2CCN(c3ccccc3)CC2)c1	1	1.5	1.2	0.2	0.87	78*	5	73*	0.3
O=C(Cn1ccc2ccccc2c1=O)NCCC(=O)N1CCN(c2cccc(C(F)(F)F)c2)CC1	-1	1.1	1.3	0.8	3	24	7	16	0.8
CCOc1ccc(N(CC(=O)NCc2ccco2)S(C)(=O)=O)cc1	nt	1.1	1.1	0.8	-0.15	20	nt	4	1
CCn1ncc(Br)c1C(=O)Nc1ccc(Cl)cn1	-3	1.1	1.1	1	0.7	-2	-8	-3	1
CC(C)Oc1ccc(C(=O)NC(C)(C)CO)cc1	-3	0.8	1.1	0.8	0.45	15	2	4	1
Clc1ccc(Cn2c(-c3cccnc3Cl)nc3ccccc32)cc1	nt	1.3	nt	0.4	-2.2	65*	nt	82*	0.2
CC(=O)N1CCN(C(=O)CNc2cc(C(F)(F)F)ccc2OCC(F)(F)F)CC1	-5	1.1	1.1	1	0.26	3	0	-2	1
Cc1cc(C)n(-c2nc(NCC(C)O)c3c4c(sc3n2)CCCC4)n1 (centres undefined)	0	1.6	1.2	0.7	-1.6	33	3	9	0.9
Cc1ccc(C(=O)OCC(=O)N2CC(=O)Nc3ccccc32)s1	-1	0.7	1.2	1	-1.3	3	7	21	0.8
CSc1nnc2n(-c3ccccc3)c(=O)c3c4c(sc3n12)CCC4	-4	1	1.1	1.1	-0.53	-14	-21	5	0.9
Cc1ccc(N=Cc2ccc(N(C)C)cc2)cc1	-4	0.9	1.2	1.6	-0.84	-62	2	-8	1.1
CCCC(C(=O)NC1CCCC1)N(CCCN1CCOCC1)C(=O)c1snc(C(N)=O)c1N (centres undefined)	-2	1.6	1.1	1	0.87	2	-2	7	0.9
COC(=O)c1cccc(NC(=O)C2COc3ccccc3O2)c1 (centres undefined)	0	0.7	1.2	0.4	0.39	60*	-10	67*	0.3
O=C1CC(Nc2ccc(N3CCOCC3)cc2)C(=O)N1c1ccccc1 (centres undefined)	-6	1	1.3	1.1	0.74	-7	-5	22	0.8
CCc1nnc(NC(=O)C2CCC2)s1	-2	0.8	1.1	1	0.12	-5	-28	-5	1.1
CCOC(=O)/C=c1\s/c(=C\c2c(OC)ccc3ccccc23)c(=O)n1CC(=O)NCC1CCCO1 (centres undefined)	-3	1.4	nt	0.6	-2.5	41	16	57*	0.4
COc1ccc(C)cc1-n1nnnc1SCn1nnc2ccccc2c1=O	-2	0.9	1.1	1.1	-1.8	-9	-8	20	0.8
Cn1cc(-c2nnnn2-c2ccc(Cl)cc2)c(=O)c2ccccc21	2	0.9	nt	1	0.69	4	-20	20	0.8
O=C(Oc1ccc(Cl)c2cccnc12)c1ccco1	-5	1.6	nt	0.8	-0.11	24	1	53*	0.5
O=C(Nc1ccc(F)c(F)c1)c1ccc2c(c1)OCO2	-5	0.8	1.3	0.5	0.08	49	-9	94*	0.1
COc1cc(CNn2c(C)n[nH]c2=S)cc(Cl)c1OCc1ccccc1	-1	1.1	nt	0.8	-0.65	25	-17	24	0.8
CC(=O)n1cc(Nc2ccccc2C(=O)O)c2ccccc21	1	1.2	1.2	0.8	1	19	-3	8	0.9
Fc1cccc(Cl)c1CNC(c1ccccc1)c1ccccc1	-2	0.9	nt	0.7	0.03	31	12	10	0.9
CCOC(=O)C1CCN(C(=O)Cc2c(C(=O)O)[nH]c3ccccc23)CC1	-1	1	0.9	0.9	0.34	5	9	3	1
O=C(Nc1cccnc1)Nc1ccccc1Cl	-3	1.3	1.2	1.1	0.89	-10	6	-4	1
c1ccc2c(c1)[nH]c1nc3nncn3nc12	-2	1	1.1	1	0.53	-3	-7	-1	1
CCCc1cc(=O)[nH]c(SCC(=O)NC2CCCCC2)n1	-5	0.8	nt	0.9	-0.18	12	-4	42	0.6
C=CCNC(=O)C1CC=CCC1C(=O)O (centres undefined)	-4	0.9	nt	1	-0.52	-4	-8	-11	1.1
COc1ccc(C)cc1S(=O)(=O)N(C)CC(N)=O	-4	1.2	1.2	1.2	0.18	-21	-6	-12	1.1
CCn1cc(Br)c(C(=O)Nc2cccc(SC)c2)n1	-3	0.8	1.6	0.6	0.42	38	0	81*	0.2
CC(C)NC(=O)Cn1c(SCC(=O)N2CCCCCC2)nc2ccccc21	-5	0.9	1.2	0.6	0.37	35	2	12	0.9
O=C(CSc1nnc(Cc2cc(=O)[nH]c(=O)[nH]2)n1-c1ccc(F)cc1)NC1CCCC1	-2	1.1	1.1	1.1	nt	-7	-6	-17	1.2
C=C(C)Cn1c(SCC(=O)O)nnc1-c1ccccc1	-5	1.1	0.9	0.9	0.29	15	3	-1	1
c1ccc(OCCCn2nnc(-c3ccc(N4CCOCC4)cc3)n2)cc1	4	1.3	1	0.9	1	10	-18	7	0.9
COCCSc1nnc(NC(=O)C(C)(C)C)s1	5	1.1	1.7	1	-0.45	4	-7	19	0.8
CCOc1ccc(N=C(NC#N)SCC(=O)NC2CC2)cc1	-2	1	1.2	1.1	0.88	-13	-11	39	0.6
CC(C)C(c1nnnn1C(C)(C)C)N1CCOCC1 (centres undefined)	2	1.1	1.2	1.2	0.09	-18	-24	-5	1
Cc1ccc(N(C(=O)c2ccccn2)C2(C(=O)NC3CCCC3)CCCCC2)cc1	0	1.6	1.2	0.1	0.04	93*	-3	37	0.6
CCN(CC)CCNC(=O)c1ccc(NC2=NC3CS(=O)(=O)CC3S2)cc1 (centres undefined)	-2	0.8	nt	1.2	nt	-16	-8	-1	1
CCc1nnc(NC(=O)CSc2nnc(COc3ccc(C#N)cc3)n2-c2ccccc2)s1	6	1.1	1	0.7	-1.6	30	-8	4	1
Cc1nc2c(-c3ccc(F)cc3)c(C)nn2c(C)c1CCC(=O)N1CCN(c2ccc(F)cc2)CC1	0	1.7	nt	0.3	nt	67*	-2	62*	0.4
Cc1cc(Nc2ccccc2N2CCOCC2)n2ncnc2n1	-3	1.6	1	0.8	0.87	16	-3	4	1
Cc1ccc(SCCCn2cncn2)cc1	-1	0.8	1.2	0.7	-0.54	31	-20	84*	0.2
C=CCNC(=O)CSc1nnc(-c2cccs2)o1	1	1	1.1	0.9	0.3	13	2	4	1
N=c1sccn1CC(=O)Nc1cc(Cl)ccc1Oc1ccccc1	8	1	nt	0.9	3.1	10	7	19	0.8
Cc1coc(NC(=O)CSc2nc(-c3ccncc3)cc(C(F)(F)F)c2C#N)n1	7	1	1	0.6	0.51	35	-28	20	0.8
O=C(Cn1cnc2c(cnn2-c2ccccc2)c1=O)NC1CCCC1	3	1.1	1.3	0.9	nt	8	3	9	0.9
COC(=O)CNC(=O)CNC(=O)Nc1ccccc1Cl	-2	1	1.2	1	0.66	2	-2	33	0.7
COc1ccc(/C(O)=C2/C(=O)C(=O)N(CCN(C)C)C2c2ccccn2)cc1OC (centres undefined)	-2	1.4	1.1	1	0.17	0	-2	0	1
Cc1c(N2C(=O)c3cccc4cccc(c34)C2=O)c(=O)n(-c2ccccc2)n1C	-4	1.1	nt	1.3	0.85	-26	-3	3	1
COCCOC(=O)C1=C(C)NC2=C(C(=O)CC(C)(C)C2)C1c1ccc(N(C)C)cc1 (centres undefined)	2	1.4	1	0.8	0.01	19	8	18	0.8
Cc1nc2nc(-c3cccnc3)[nH]n2c(=O)c1C	0	0.9	1.2	0.7	-0.64	31	-18	27	0.7
CCCN1C2=NCCN2c2cc(C)c(C)cc21	-2	0.9	1.1	1	0.07	3	8	-6	1.1
COc1ccccc1Oc1ccc2c(c1)C(=O)N(c1cccc(O)c1)C2=O	-4	1	1.1	0.8	-2.4	20	-14	18	0.8
Cc1ccc(OCC(=O)Nc2ccc(N3CCCC3)cc2)cc1C	77	1.4	1.1	1.1	-1	-12	6	-13	1.1
Cc1ccc(S(=O)(=O)n2nc(OC(=O)C3CCCCC3)cc2N)cc1	-2	1.2	1.1	1.1	-0.17	-6	14	-15	1.1
Fc1ccc(C2=Nn3c(Cc4ccccc4F)nnc3SC2)cc1	0	0.9	1.2	0.9	0.39	6	-5	-3	1
CCCN(CCC)CCCNC(=O)CS(=O)Cc1nc(-c2ccc(OC)c(OC)c2)oc1C (centres undefined)	nt	1.5	1.1	1.1	0.67	-8	nt	-8	1.1

Other entries.
Molecule	CD11b adhes enh	PLAP activator	MT1-MMP txn act	CYP2C9 activ	Pyk2 oligo antag	CYP2C9 inhib	CD11b adhes inh	CYP2C19 inhib	CYP2C19 act
CC(=O)c1cccc(NC(=O)c2ccc(S(=O)(=O)N3CCCCC3)cc2)c1	0	1	nt	1.1	-0.62	-8	5	-1	1
CC1(C)NC(=O)N(CC(O)COc2ccc(N3C(=O)c4ccccc4C3=O)cc2)C1=O (centres undefined)	-4	1	1	1	-0.08	-1	14	-9	1.1
O=C1CC(c2ccc(F)cc2)CC(O)=C1C=NCCN1CCN(C(=O)Nc2ccccc2)CC1 (centres undefined)	-6	1.4	1.1	0.5	0.89	54*	-1	77*	0.2
Cc1cccc(NC(=O)c2ccc(-n3ccnc3)nc2)c1	-1	0.9	nt	0	-0.24	98*	0	100*	0
CCc1sc(C(=O)NC2CCN(C)CC2)cc1Br	1	1.4	1.2	0.6	-0.72	39	16	-4	1
N=c1sccn1CC(=O)Nc1ccc(S(=O)(=O)N2CCOCC2)cc1	-7	1	1.1	0.8	0.77	21	-2	18	0.8
N#CC1(Cc2ccc([N+](=O)[O-])cc2)c2ccccc2C=CN1C(=O)c1ccccc1 (centres undefined)	-4	1	nt	0.3	0.42	68*	-10	68*	0.3
CC1(C)CC(NC(=O)CC(c2ccccc2)c2ccccc2)CC(C)(C)N1	1	0.7	1.1	1.3	-0.19	-26	-8	11	0.9
Cc1ccc(N2C(=O)c3ccc(C(=O)Nc4cccnc4)cc3C2=O)c(C)c1	0	1	0.9	0.9	0.21	12	6	21	0.8
Cc1ccc(Cl)cc1N1CCN(C(=O)CN2C(=O)c3cccc4cccc2c34)CC1	5	1.1	1.1	2*	-0.39	-103	-11	22	0.8
COc1ccc2[nH]c(=O)c(CN(C(=O)COc3ccccc3)C(C)C)cc2c1	-6	1.1	1.2	0.7	0.19	33	9	38	0.6
Cc1nnc(SCCn2c(N3CCN(Cc4ccccc4)CC3)nc3c2c(=O)[nH]c(=O)n3C)s1	-1	1.3	0.9	0.4	-0.51	59*	0	71*	0.3
Cc1ccc(-c2csc3ncnc(N4CCN(C(=O)c5ccccc5)CC4)c23)cc1	-2	1.7	nt	0.2	-2.1	79*	5	73*	0.3

3 compounds from above, showing only CYP2C19 act, MT1-MMP txn act and CYP2C19 inhib.
SMILES	CYP2C19 act	MT1-MMP txn act	CYP2C19 inhib
CCc1sc(C(=O)NC2CCN(C)CC2)cc1Br	1	1.2	-4
Cc1nnc(SCCn2c(N3CCN(Cc4ccccc4)CC3)nc3c2c(=O)[nH]c(=O)n3C)s1	0.3	0.9	71*
Cc1cccc(NC(=O)c2ccc(-n3ccnc3)nc2)c1	0	nt	100*
